# IkB signaling: IkB pathway inhibition in ABC-DLBCL cells; ABC-DLBCL IkBa-CBG/CBR dual luciferase ratio, 4 h; response scale: scaled: untreated 0%, proteasome inhibitor 100%; Potency, µM (top dose mostly 57.1 µM), without a hit: top-dose IkBa stabilization activation; 110,000 compounds, 0.04% hits; AID 445; active = well fitted curve in the direction sought with a large enough effect in the signal ratio, not every such curve was filed as active; inconclusive = small, poorly fitted or top-dose-only effect, or a change in a side signal; the % refers to the signal ratio;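 also: the direction sought is a rising ratio; 0% = basal untreated cells and 100% = reference inhibitor full response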
#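 Luminescence ratio of IκBα-fused green versus native red beetle luciferase in OCI-Ly3 cells, 4 h post-doxycycline with compound; red signal alone, scaled from basal (0%) to zero light (-100%), flagged nonspecific or cytotoxic effects.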
# p53ts 39C kill: p53ts cell cytotoxicity, nonpermissive temperature. H1299-p53A138V viability at 39C, ATP luminescence, 24 h. Potency, µM (series often up to 46.1 µM), inactives show top-dose activity change, negative = cell killing, hits mostly cytotoxic. 130,000 compounds, 1.5% hits; also: nearly all actives have a fitted effect of over 55% in size
# p53ts 32C kill: kills p53ts cells at the permissive temperature; H1299-p53A138V at 32C, ATP luminescence viability, 24 h; Potency, µM (titrated, usually from 46.1 µM), for inactives: at the highest dose activity change, negative = cytotoxicity, usual class: cytotoxic; 130,000 compounds, 0.93% hits;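 also: 0% = DMSO and -100% = full killing by reference compound; nearly all actives have a fitted effect of over 55% in size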
#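 H1299-p53 A138V cells (temperature-sensitive p53) exposed 24 h to up to 46 uM compound at 32C, where p53 is wild-type in conformation. Viability read as ATP luminescence and normalised to DMSO and 100 uM tamoxifen. AC50 fitted with the Hill equation.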
# Imprint erasure: genomic imprint erasure induction; mouse ES Peg3-LacZ reporter, beta-gal luminescence, 40 h; Potency, µM (titrated, usually from 60.7 µM), for inactives: at the highest dose activity change, positive = activation, hits mostly activators; 110,000 compounds, 0.02% hits;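 also: 0% = negative control wells on the plate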
#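 Readout: BetaGlo luminescence (5 min, room temp) for LacZ from the normally silent maternal Peg3 allele in female Peg3LacZ-Neo ES cells. Cells 300/well, 40 h, 37C, 5% CO2. Data normalized per plate to negative controls.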
# Numbers without * were called inactive; u = inconclusive; x = no result given; [ ] = dose if it differs, or a comment. Unless noted, calls follow the shape of the dose curve; as a rule, active = well fitted curve in the direction sought with a large enough effect; inconclusive = small, poorly fitted or top-dose-only effect, or another doubt; inactive = no such curve, though single readings can be large; an effect the other way counts as inactive or inconclusive. Unless noted, % is scaled to controls: 0 for no effect and ±100 for the full control effect; potency is read from the fitted curve at half-maximal effect. Hits appear at their usual frequency; any-hit rate near 1.7%.
SMILES	IkB signaling	p53ts 39C kill	p53ts 32C kill	Imprint erasure
Cc1onc(-c2c(Cl)cccc2Cl)c1C(=O)Nc1ccc2c(c1)OCCO2	1.5%	9%	5%	-16%
CCCCCC(C)n1[nH]c(=O)c2c(C)cc(C)nc21 (configuration not stated)	3.7%	6%	-3%	-5%
Cc1cccc(C(=O)Nc2c(C(=O)N3CCN(c4ccc(F)cc4)CC3)oc3ccccc23)c1	u	-7%	-6%	-8%[10.9 µM]
Cc1ccc2cccc(SCC(=O)N3CCOCC3)c2n1	u	-3%	1%	-2%
O=C(Nc1ccc(N2CCOCC2)c(Cl)c1)c1cc2ccccc2o1	x	-21%	-18%	x
CC1(c2ccccc2)NC(=O)N(CCN2C(=O)c3ccccc3C2=O)C1=O (configuration not stated)	1.9%	1%	5%	3%
COc1ccc(C(=O)CC(=O)c2c(O)cc(OC)cc2OC)cc1	x	1%[9.22 µM]	-1%[9.22 µM]	x
Cn1c(Cc2ccccc2)nnc1SCC(=O)Nc1ccccc1N1CCOCC1	6.2%	16%	7%	-18%
COc1cc(NC(=O)c2cc(-c3ccc(Cl)c(Cl)c3)on2)cc(OC)c1OC	11%	20µM*	-26%	-10%[10.9 µM]
C=CCn1c(SCC(=O)Nc2ccccc2C)nnc1-c1ccncc1	2.3%	-1%	3%	-11%
CCN1CCN(c2ncc(C(=O)Nc3cc(Cl)c(OC)cc3OC)c3ccccc23)CC1	2.3%	3%	-10%	-5%
Cc1ccc(C(=O)NCCn2c(C)cc3ccccc32)cc1C	u	-20%	-24%	3%[10.9 µM]
Cc1nnc2c3ccccc3nc(Nc3ccccc3C(=O)O)n12	u	1%	6%	-5%[10.9 µM]
CC(=O)c1c(C)oc2ccc(N(C(=O)Oc3ccccc3)S(=O)(=O)c3ccc(Br)cc3)cc12	1.7%	4%	-2%	-1%[10.9 µM]
COc1ccc(Cl)cc1CNCCSc1nnnn1-c1ccccc1	u	-5%	u	-15%[10.9 µM]
COC(=O)CSc1nc2c(c(-c3ccco3)c1C#N)CCCC2	20%	-4%	3%	-24%
Cn1c(=O)c2ccccc2n(Cc2ccccc2F)c1=O	u	1%	9%	-18%
Cc1ccsc1CCN1C(=O)N(c2ccc(F)cc2)C(=O)C1CC(=O)Nc1ccccc1 (configuration not stated)	u	u	-14%	-5%[10.9 µM]
COc1cccc(-c2cncnc2NCc2cnc(C)cn2)c1	1.4%[11.4 µM]	-3%	17%	-14%
CC(=O)Nc1ccc(S(=O)(=O)N(C)CC(=O)NC2=NCCS2)cc1	0.2%	-5%	-4%	-3%
COc1cc(OC)cc(-c2cc3nc(C)c(CCC(=O)O)c(C)n3n2)c1	u	0%	-9%	-89%[inhibitor]
COc1ccc(S(=O)(=O)N2CC(C)N(S(=O)(=O)c3ccc(OC)cc3)CC2C)cc1 (configuration not stated)	0.9%	4%	-1%	3%
COC(=O)c1ccc(NC(=O)CCS(=O)(=O)c2ccc(Br)cc2)cc1	-0.8%	-19%	2%	-4%[10.9 µM]
CC(C(=O)NCC1CCCO1)n1cccc1C(=O)c1ccccc1 (configuration not stated)	0.3%	-12%	12%	-3%
CC(C)Cc1ccc(C(C)C(=O)N2CCOCC2)cc1 (configuration not stated)	3.0%	8%	8%	-19%
COC(=O)Cc1[nH]nc2c1C1(CCSCC1)C(C#N)=C(N)O2	1.2%	12%	-2%	15%
CCOc1cc(C(=O)Nc2ccc3oc(-c4ccc(F)cc4Cl)nc3c2)cc(OCC)c1OCC	u	-4%	11%	-10%[10.9 µM]
O=c1c(N2CCc3ccccc3C2)csc2ccc(Cl)cc12	u	-16%	-9%	-20%[10.9 µM]
O=C(O)P(=O)(O)O	x	-18%	-4%	-5%
COc1ccccc1CC1(C)NC(=O)N(CC(=O)N2CC(C)OC(C)C2)C1=O (configuration not stated)	-0.7%	7%	13%	-3%
CC(OC(=O)CNC(=O)c1ccc2c(c1)OCO2)C(=O)NCCC1=CCCCC1 (configuration not stated)	-0.5%	4%	-17%	-1%
CCOc1ccc(NC(=O)Cn2c(CCC(=O)O)ccc2-c2ccc(Cl)cc2)cc1	u	u	2%	7%[10.9 µM]
Cc1ccccc1N1C(=O)[C@@H]2Cc3ccccc3CN2C1=O	-1.6%	-8%	0%	-9%
Cc1nn2c(C(F)(F)F)cc(-c3ccc(OC(C)C)cc3)nc2c1C#N	3.1%	-24%	-5%	-8%[10.9 µM]
Cc1nnc(SCc2ccccc2C#N)n1-c1ccccc1	0.2%	-9%	-3%	-18%
CCCCC(=O)Nc1ncc2c(n1)CC(C)(C)CC2=O	x	-8%	-2%	x
O=C(OCc1cc(=O)n2nc(C3CC3)sc2n1)c1ccc(F)cc1	u	-11%	-8%	-9%[10.9 µM]
COC(=O)NCC1(C)CC(NC(=O)OC)CC(C)(C)C1 (configuration not stated)	0.3%	2%	-7%	3%
O=C(c1ccncc1)N1CCN(C(=O)c2ccncc2)CC1	5.9%	6%	-8%	8%
CCOc1ccccc1C1Nc2ccccc2-c2nnc(SCc3ccccc3)nc2O1 (configuration not stated)	u	-6%	-2%	-7%[10.9 µM]
Cc1ccc2c(c1)C(c1ccc(F)cc1)N(C(=O)c1cccc(C(F)(F)F)c1)CC(=O)N2 (configuration not stated)	-9.1%	-27%	28%	4%[10.9 µM]
CCS(=O)(=O)N1CCCC(C(=O)NC2CCCCC2)C1 (configuration not stated)	-0.5%	-2%	-4%	-10%
O=S(=O)(NCc1ccccc1)c1ccc(S(=O)(=O)N(Cc2ccccn2)Cc2ccco2)cc1	3.6%	5%	-5%	-11%
COc1ccc2nc3sc(C(=O)Nc4cc(Cl)c(OC)cc4OC)cc3cc2c1	u	6.3µM*	u	-5%[10.9 µM]
COc1cccc(-c2nccc(NCc3cnc(C)cn3)n2)c1	-0.2%[11.4 µM]	6%	10%	u
CC(C)c1ccc(OCC(O)CN2CCN(c3ccc(F)cc3)CC2)cc1 (configuration not stated)	u	-8%	-9%	-3%[10.9 µM]
CCSc1nc(-c2ccccc2OC)nc2c1Cc1c(CO)cnc(C)c1O2	-0.3%	-18%	-11%	26%[10.9 µM]
Cc1c(C)n(Cc2ccc(Cl)cc2)c2ccc(C(=O)N3CCN(c4ccccc4F)CC3)cc12	-4.1%	0%	6%	-9%[10.9 µM]
CC1CN(C(=O)CSc2nnc(-c3ccc(Cl)cc3)n2C)CC(C)O1 (configuration not stated)	-0.7%	-9%	-2%	3%
COc1ccc(NC(=O)Cn2cc(C(=O)C3CC3)c3ccccc32)cc1	3.3%	16%	9%	-9%[10.9 µM]
c1ccc(-c2nn3c(C4CCCCC4)nnc3s2)nc1	-1.7%	4%	-2%	-3%
CNC(=O)Nc1ccccc1C(=O)NCc1ccccc1	0.7%	6%	8%	-4%
O=C(Nc1ccc(Cl)cc1F)c1oc(=O)c2ccccc2c1-c1ccccc1	-1.8%	17%	2%	18%[10.9 µM]
COc1ccccc1N1CCN(S(=O)(=O)c2c(C)nc3sc(C)c(C)n3c2=O)CC1	-1.3%	-1%	8%	-12%[10.9 µM]
CN(C(=O)CSc1nc2ccc(NC(=O)c3ccccc3)cc2s1)c1ccccc1	u	-7%	-10%	-14%[10.9 µM]
COc1ccccc1NC(=O)N1CCN(c2ccc3nnc(-c4ccc(F)cc4)n3n2)CC1	-0.5%	-19%	8%	-11%[10.9 µM]

# Remaining list, next part
SMILES	IkB signaling	p53ts 39C kill	p53ts 32C kill	Imprint erasure
CCOc1ccc(N2C(=O)CC(N3CCN(C4CCc5ccccc5C4)CC3)C2=O)cc1 (configuration not stated)	0.5%	2%	-10%	-8%
CCc1cc(C(c2ccccn2)N2CCN(C)CC2)c(NC(=O)c2ccccc2)s1 (configuration not stated)	x	-2%	23%	x
COc1ccc(-c2noc(CCC(=O)Nc3cc(OC)ccc3OC)n2)cc1	u	-9%	-11%	-14%
COC(=O)c1ccc(C(NC(=O)OCc2ccccc2)/C(F)=C/[C@@H](C)C(=O)NCc2ccc(-c3ccccc3)cc2)cc1 (some centres not stated)	x	-3%	-2%	-14%
O=C(CC1N=C2c3ccccc3N=C(SCc3ccccc3Cl)N2C1=O)NC1CCCCC1 (configuration not stated)	1.2%	-20%	10%	-5%[10.9 µM]
COc1ccc(Oc2coc3cc(OC(=O)N4CCOCC4)ccc3c2=O)cc1	-0.3%	-20%	-19%	-3%
NC(=O)c1ncn(C2OC(CO)C(O)C2O)c1N (configuration not stated)	x	27%	37%[activator]	7%
COC(=O)c1cc(Br)ccc1OC(=O)c1cccnc1	3.4%	-5%	8%	3%

# Entries of single compounds, quoted from the list. Screens in order: IkB signaling | p53ts 39C kill | p53ts 32C kill | Imprint erasure
# Cc1ccsc1CCN1C(=O)N(c2ccc(F)cc2)C(=O)C1CC(=O)Nc1ccccc1 (configuration not stated) is listed with u | u | -14% | -5%[10.9 µM]
# O=C(c1ccncc1)N1CCN(C(=O)c2ccncc2)CC1 is listed with 5.9% | 6% | -8% | 8%

# Next section:
SMILES	IkB signaling	p53ts 39C kill	p53ts 32C kill	Imprint erasure
Cc1cccc(CC(=O)NCCc2sc3nc(-c4ccc(F)cc4)nn3c2C)c1	u	-18%	7%	-2%[10.9 µM]
O=C(NCc1ccc(Cl)cc1)c1noc2c1CCCCC2	1.0%	-3%	18%	-19%
C=CCN(CC=C)CC(O)Cn1c2ccccc2c2ccccc21 (configuration not stated)	u	-22%	-12%	-18%
COC(=O)c1ccccc1NC(=O)COC(=O)c1cccnc1	1.9%	0%	-5%	1%
N#Cc1nc(-c2cccs2)oc1NCc1ccco1	-2.3%	-2%	-6%	-12%
Cc1ccsc1CN(C(=O)c1oc2ccccc2c1C)C1CCS(=O)(=O)C1 (configuration not stated)	-0.6%	-5%	7%	-2%[10.9 µM]
CCOC(=O)C1CCCN(Cc2c(Cl)cccc2Cl)C1 (configuration not stated)	0.0%	4%	0%	-6%
COCCn1c(=O)cnc2cnc(Oc3cccc(Cl)c3)nc21	-0.9%[11.4 µM]	-2%	11%	-2%

# Pulled one by one from the list above, 2 records:
SMILES	IkB signaling	p53ts 39C kill	p53ts 32C kill	Imprint erasure
COCCn1c(=O)cnc2cnc(Oc3cccc(Cl)c3)nc21	-0.9%[11.4 µM]	-2%	11%	-2%
COc1ccccc1CC1(C)NC(=O)N(CC(=O)N2CC(C)OC(C)C2)C1=O (configuration not stated)	-0.7%	7%	13%	-3%

# (further entries)
SMILES	IkB signaling	p53ts 39C kill	p53ts 32C kill	Imprint erasure
CCCCCN1C(C(=O)c2ccccc2)=C(NC(C)=O)c2ccccc2S1(=O)=O	u	18%	29%	-11%[10.9 µM]
CC(=O)N1CCc2cc(S(=O)(=O)NC(Cc3ccccc3)C(=O)Nc3ccc(Cl)cc3)ccc21 (configuration not stated)	-0.3%	-7%	-1%	3%[10.9 µM]
COc1ccc(Cn2c(CNC(=O)Cc3cccc([N+](=O)[O-])c3)nc3cccnc32)cc1	2.4%	-17%	4%	7%[10.9 µM]
CCC(CO)NC(=O)c1cccc(S(=O)(=O)N2c3ccccc3CC2C)c1 (configuration not stated)	1.6%	-2%	7%	-11%
CCc1ccc(NC(=O)Cn2c(=O)nc(-c3ccccc3F)c3cc(Cl)ccc32)cc1	2.1%	-5%	6%	4%[10.9 µM]
CN(C)[C@H]1C(=O)C(C(=O)NCN2CCCC2)=C(O)[C@]2(O)C(=O)C3=C(O)c4c(O)cccc4[C@@](C)(O)[C@H]3C[C@@H]12	1.1%[25.6 µM]	7%[20.6 µM]	-2%[20.6 µM]	-5%[16.8 µM]
COc1ccc(CNC(=O)CCCCCn2c(=O)[nH]c3ccccc3c2=O)cc1	-3.9%	17%	-1%	u
COc1cc(NC(=O)NCC2CCN(Cc3ccc(C)cc3)CC2)cc(OC)c1OC	2.7%	-11%	7%	-12%[10.9 µM]
Fc1cc(Br)ccc1Nc1nc2ccccc2n2nnnc12	u	33%[activator]	-10%	-15%
CC(C)c1ccc(N(CC(=O)O)S(=O)(=O)c2ccc3[nH]c(=O)c(=O)[nH]c3c2)cc1	0.1%	47%[activator]	-7%	-9%[10.9 µM]
CCOC(=O)n1c(SCC(=O)N(CC)CC)nc2ccccc21	-0.2%	-12%	7%	0%
